Dynein transport = blocks dynein driven cargo transport along microtubules | hit rate 0.47% among 220,000 | 3617.4 mouse cells, GR-EGFP nuclear translocation imaging; test concentration mostly 20 µM; stimulated with dexamethasone, 1 µM; hits give low values | AID 1381 | z-score, hits read low;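 active means plate z-score of nuclear minus cytoplasmic receptor signal below a set negative limit, without overly bright fluorescence or cell loss, cut at about -3.5 in these data, passing the limit was not always enough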;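 further: z-score of nuclear minus cytoplasmic ring GR-EGFP intensity difference per well; some compounds called inactive have numbers as strong as hits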
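Also added – dexamethasone, 1.0 µM final · Buffer or medium – tet-free, stripped-serum medium · Schedule – induction 48 h, compound 1 h, agonist 30 min · Detection – formaldehyde fixation, Hoechst nuclear stain, 10x automated fluorescence imaging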
human PMI inhibition = MPI enzyme activity inhibition – biochemical, fluorescence intensity, coupled assay, primary screen (AID 1209); hit rate 0.42% among 190,000; purified PMI enzyme, coupled fluorescence intensity; higher % means a stronger effect; inhibition, % at 20 µM, or IC50 in µM where a hit was titrated;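 further: plate controls were DMSO vehicle for no effect and wells lacking substrate for full effect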
P. falciparum M17LAP = P. falciparum M17LAP inhibitors, primary screen, biochemical, fluorogenic H-Leu-NHMec substrate, 1536-well (AID 1619); hit rate 0.38% among 220,000; inhibition, % at 30 µM; hits with a dose series show IC50 in µM; recombinant M17LAP, H-Leu-NHMec fluorogenic kinetic assay; higher % means a stronger effect;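 active means compound inhibiting the enzyme by more than half at any dose during confirmatory dose-response retesting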;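 further: plate controls were full reaction with DMSO carrier for no effect and no enzyme background for full effect; strong numbers were not always called active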
PMI inhibition = human PMI inhibitors, high substrate, primary screen, biochemical, fluorescence intensity, high mannose 6-phosphate (AID 1220); recombinant PMI enzyme, coupled fluorescence intensity; higher % means a stronger effect; inhibition, % at 20 µM; hits with a dose series show IC50 in µM; hit rate 0.66% among 190,000
P. falciparum M1AAP = P. falciparum M1AAP inhibitors, biochemical, fluorogenic H-Leu-NHMec substrate, 1536-well (AID 1445) | recombinant M1AAP, H-Leu-NHMec fluorogenic kinetic assay; higher % means a stronger effect | one-dose inhibition, % at 30 µM; IC50 in µM for titrated hits | hit rate 0.42% among 220,000;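 active means primary inhibition above the hit cutoff, then over 50% inhibition at one or more dose response concentrations, cut at about 23% in these data, passing the limit was not always enough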;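 further: plate controls were DMSO full reaction for no effect and no enzyme background for full effect; strong numbers were not always called active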
LYP inhibition = PTPN22 lymphoid phosphatase activity blockers – biochemical, fluorescence intensity, uHTS (AID 1779); recombinant LYP phosphatase, fluorescence intensity; higher % means a stronger effect; one-dose inhibition, % at 11.5 µM; IC50 in µM for titrated hits; hit rate 0.054% among 290,000;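 further: plate controls were vehicle with enzyme for no effect and no enzyme for full effect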
AID2073 = disruptors of CaV2.2 binding to Mint1 – biochemical, HTRF (AID 2073). HTRF protein-protein interaction, Mint1-CaV2.2; higher % means a stronger effect. one-dose inhibition, % at 20 µM; IC50 in µM for titrated hits. hit rate 0.19% among 290,000; in the data active means inhibition mostly above about 51%, no sharp cut-off; further: some results filed as inactive read as strong as hits
XIAP antagonists = XIAP antagonists, biochemical, IAP family, fluorescence polarization (AID 1018). XIAP BIR domain, fluorescence polarization peptide displacement; higher % means a stronger effect. displacement, % at 20 µM, or IC50 in µM where a hit was titrated. hit rate 0.007% among 200,000; in the data active means displacement above about 50%; further: a part of the inactive calls stands beside numbers as strong as those of hits
SIAH1 antagonists = blockers of Siah-1 interaction with plectin peptide – biochemical, fluorescence polarization, rhodamine-plectin, uHTS, primary screen (AID 1817); Siah-1 / rhodamine-plectin peptide fluorescence polarization; higher % means a stronger effect; one-dose displacement, % at 20 µM; IC50 in µM for titrated hits; hit rate 0.02% among 290,000;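 active means displacement of at least 50% at 20 µM, with a fluorescence ratio check between 0.3 and a set limit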;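 further: plate controls were Siah plus tracer with DMSO for no effect and tracer alone without Siah for full effect; strong numbers were not always called active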
Dynein transport cytoplasmic EGFP = further read-out of Dynein transport, marked with its call; z-score; measured here: cytoplasmic GR-EGFP intensity; hits give high values
Dynein transport nuclear GR-EGFP = further read-out of Dynein transport, marked with its call; z-score; measured here: nuclear GR-EGFP intensity;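 lower value marks the stronger effect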
Dynein transport cell count = also measured in Dynein transport; calls as there; z-score; measured here: cell count per field
Numbers without * were called inactive; x = not tested or not shown. Unless noted, no stated cut-off is given here; in the data, active means inhibition above about 50%; inactive means the rest.

Order of results: Dynein transport	Dynein transport cytoplasmic EGFP	Dynein transport nuclear GR-EGFP	Dynein transport cell count	human PMI inhibition	P. falciparum M17LAP	PMI inhibition	P. falciparum M1AAP	LYP inhibition	AID2073	XIAP antagonists	SIAH1 antagonists
O=C1NCC(O)=C1C=NCCCO
    -0.015	-0.15	0.19	0.27	6%	2%	12%	-6%	2%	-2%	-4.6%	7%
CCCCCn1c(=O)[nH]c2cc(C(=O)NCCCN(CC)CC)ccc2c1=O
    -0.71	0.11	0.19	-0.86	-1%	10%	2%	6%	-7%	13%	-20%	2%
O=C(COC(=O)CCN1C(=O)c2ccccc2C1=O)Nc1ccc(S(=O)(=O)N2CCCC2)cc1
    2	-0.12	1	-1.6	0%	5%	1%	-1%	-10%	1%	-13%	-3%
COc1cc2c(c(OC)c1OC)-c1c(cc(OC)c(OC)c1OC)C[C@](C)(O)[C@@H](C)C2
    -0.63	-0.81	-0.25	0.32	x	-3%	x	1%	-4%	-6%	x	1%
CCOc1ccccc1C(=O)Nc1ccc(S(=O)(=O)N2CCOCC2)cc1
    0.15	-0.22	0.44	-0.28	10%	4%	6%	0%	-8%	0%	-2.4%	2%
COc1ccc(-c2c(NC(C)=O)n(C)c3ccccc3c2=O)cc1
    1.4	-0.043	1.1	-0.16	-1%	-11%	1%	1%	-2%	8%	-4.1%	3%
COc1cccc(Sc2ccccc2/C=N/NC(N)=O)c1
    0.57	-0.22	-0.23	-0.32	-4%	-2%	-5%	2%	-4%	16%	13%	1%
Cc1cc(=O)[nH]c(N/N=C/c2ccc([N+](=O)[O-])cc2)n1
    0.83	-0.11	1.1	-1.7	-3%	-1%	-5%	14%	-2%	8%	-1.1%	18%
CC(=O)N1CCc2ccc(S(=O)(=O)N3CCc4ccccc43)cc21
    -0.48	0.43	0.069	0.11	-10%	2%	-11%	-5%	1%	-3%	-11%	-3%
O=C(CNC(=O)c1ccco1)NCC(=O)OCc1cccc(Cl)c1
    0.62	0.26	0.7	-4.6	-9%	-7%	-5%	-1%	-4%	17%	-4.6%	2%
CCOC(=O)N1CCN(C(=O)CSc2nnc(-c3ccc(C)c(C)c3)o2)CC1
    -0.57	-0.21	-0.29	0.98	0%	0%	6%	-2%	-7%	0%	-2.8%	4%
COc1ccc(-c2cc(=O)c(C(=O)c3ccc(C)cc3)n[nH]2)cc1
    0.075	-0.26	0.32	-1.1	-11%	-1%	-4%	9%	-9%	11%	-8.8%	-8%
CCn1c(SCC(=O)NC(=O)NCc2ccco2)nc2sc(C)c(C)c2c1=O
    -0.84	0.061	0.07	0.64	8%	25%	-18%	4%	6%	13%	-10%	1%
Cc1cccc2cc(COC(=O)COc3ccccc3)c(=O)[nH]c12
    -0.27	-0.23	0.094	0.92	7%	-1%	7%	6%	-7%	8%	-7.6%	-1%
Cc1cc(C)cc(NC(=O)COc2ccc(C(=S)N3CCOCC3)cc2)c1
    0.26	0.26	0.54	0.24	6%	6%	4%	3%	-6%	-4%	-3.1%	6%

Reprinted from the part before: 2 compounds; new compounds follow.
Order of results: Dynein transport	Dynein transport cytoplasmic EGFP	Dynein transport nuclear GR-EGFP	Dynein transport cell count	human PMI inhibition	P. falciparum M17LAP	PMI inhibition	P. falciparum M1AAP	LYP inhibition	AID2073	XIAP antagonists	SIAH1 antagonists
Cc1cccc2cc(COC(=O)COc3ccccc3)c(=O)[nH]c12
    -0.27	-0.23	0.094	0.92	7%	-1%	7%	6%	-7%	8%	-7.6%	-1%
Cc1cc(C)cc(NC(=O)COc2ccc(C(=S)N3CCOCC3)cc2)c1
    0.26	0.26	0.54	0.24	6%	6%	4%	3%	-6%	-4%	-3.1%	6%
CC(=O)NC(CC(=O)NCC(c1ccco1)N(C)C)c1ccccc1 (stereo unspecified)
    -0.23	-0.16	-0.2	-0.83	-2%	x	3%	x	3%	8%	6.1%	2%
CCNC(=O)NC(=O)C(C)Sc1nc2cc(C(=O)OC)ccc2c(=O)n1-c1ccccc1 (stereo unspecified)
    3	-0.066	1.6	-1.6	8%	-5%	12%	-1%	3%	1%	-7.5%	0%
CCCC(=O)Nc1c(-c2cccs2)c(=O)c2ccccc2n1C
    2.2	-0.21	1.2	-0.68	-10%	13%	-6%	11%	-6%	14%	-8.4%	-2%
O=C(c1ccc2c(c1)OCO2)N(CC1CCCO1)C1(C(=O)NC2CCCC2)CCCCC1 (stereo unspecified)
    -0.56	-0.26	0.52	0.25	9%	4%	2%	3%	-2%	-4%	-7.8%	2%
CC(O)CCC(=O)NNC1=CC(=O)CC(C)(C)C1 (stereo unspecified)
    -0.59	-0.26	-0.15	0.61	-5%	-5%	0%	8%	-10%	8%	-5.8%	-5%
COc1ccc(N2C(=O)CC(NCc3ccc(F)cc3)C2=O)cc1 (stereo unspecified)
    -0.44	-0.27	-0.43	1.5	0%	-5%	0%	-4%	-8%	-7%	-5.0%	-1%
Cc1ccc(S(=O)(=O)C(C#N)c2nc3ccccc3nc2N2CCN(C)CC2)cc1C (stereo unspecified)
    -0.7	0.16	-0.025	0.9	-2%	1%	0%	5%	-4%	14%	-8.0%	1%
CCOC(=O)c1cnn2c1[nH]c(=O)c1ccccc12
    1.7	0.23	1.9	-2.7	2%	-11%	6%	-1%	-6%	7%	-0.5%	2%
COc1ccc2c(c1OC)C(=O)OC2
    1.6	-0.25	0.84	-0.24	4%	-22%	-1%	-3%	-2%	7%	0.4%	-3%
COC(=O)c1ccc(NC(=O)CCNS(=O)(=O)c2cccc3nonc23)cc1
    0.25	-0.24	0.4	0.63	-5%	-1%	-5%	2%	-5%	-1%	-8.5%	0%
O=C(N/N=C/C=C/c1ccco1)/C(=C/c1ccccc1)NC(=O)c1ccccc1
    -0.24	-0.19	-0.054	0.95	-2%	-4%	41%	15%	6%	40%	-4.7%	26%
CCOC(=O)C(CCCOc1ccccc1)C(=O)OCC
    0.43	-0.23	0.41	0.57	2%	6%	-8%	2%	0%	-4%	-5.0%	-6%
O=C(COC(=O)/C=C/c1ccc(OC(F)F)cc1)NCc1cccs1
    2.3	-0.16	1.2	-0.83	7%	-4%	2%	-3%	-8%	0%	-10%	-7%
O=C(NCCc1ccccn1)c1ccc(OC(F)F)cc1
    -1.4	-0.21	-0.76	0.88	-8%	-4%	-3%	5%	-10%	11%	-4.1%	-1%
CC1CN(C(=O)Nc2cccc(Cl)c2)C2(CCCCCC2)O1 (stereo unspecified)
    0.61	-0.27	0.6	-0.44	12%	1%	6%	3%	-2%	-4%	-4.1%	17%

One compound at a time (already shown).
CCNC(=O)NC(=O)C(C)Sc1nc2cc(C(=O)OC)ccc2c(=O)n1-c1ccccc1 (stereo unspecified) across the screens: Dynein transport = 3; Dynein transport cytoplasmic EGFP = -0.066; Dynein transport nuclear GR-EGFP = 1.6; Dynein transport cell count = -1.6; human PMI inhibition = 8%; P. falciparum M17LAP = -5%; PMI inhibition = 12%; P. falciparum M1AAP = -1%; LYP inhibition = 3%; AID2073 = 1%; XIAP antagonists = -7.5%; SIAH1 antagonists = 0%
O=C(CNC(=O)c1ccco1)NCC(=O)OCc1cccc(Cl)c1 across the screens: Dynein transport = 0.62; Dynein transport cytoplasmic EGFP = 0.26; Dynein transport nuclear GR-EGFP = 0.7; Dynein transport cell count = -4.6; human PMI inhibition = -9%; P. falciparum M17LAP = -7%; PMI inhibition = -5%; P. falciparum M1AAP = -1%; LYP inhibition = -4%; AID2073 = 17%; XIAP antagonists = -4.6%; SIAH1 antagonists = 2%

Additional compounds follow.
Order of results: Dynein transport	Dynein transport cytoplasmic EGFP	Dynein transport nuclear GR-EGFP	Dynein transport cell count	human PMI inhibition	P. falciparum M17LAP	PMI inhibition	P. falciparum M1AAP	LYP inhibition	AID2073	XIAP antagonists	SIAH1 antagonists
S=C(Sc1ccc(Cl)cc1)Sc1ccc(Cl)cc1
    -5.1*	1.4*	-2.8*	0.26*	x	-11%	x	-5%	-7%	-28%	x	-10%
Cc1cc(OCCn2cnc3ccccc3c2=O)cc(C(C)C)c1
    -0.23	-0.23	-0.52	0.48	18%	1%	17%	-4%	3%	-10%	-4.3%	7%
CC(C)[C@H](CN(N=O)[C@@H](Cc1ccccc1)CN(C)N=O)N(CCc1ccccc1)N=O
    -0.22	-0.26	0.15	0.07	6%	0%	1%	1%	-1%	17%	-3.8%	6%
COC(=O)c1sc2nc(CSc3ccc(Br)cc3)[nH]c(=O)c2c1C
    -0.31	-0.24	-0.28	0.95	x	0%	x	-2%	-3%	-1%	x	0%
Cc1ccnc2nc(C(=O)OCCOc3cccc(Br)c3)nn12
    -0.34	-0.024	-0.095	-0.19	2%	-5%	4%	0%	-5%	-4%	-10%	2%
O=C(Cn1c2ccccc2c(=O)c2cc([N+](=O)[O-])ccc21)Nc1ccccc1Cl
    -0.17	-0.24	0.3	0.15	1%	7%	4%	0%	-3%	29%	-6.0%	2%
COc1ccccc1N1CCN(C(=O)C2CCCO2)CC1 (stereo unspecified)
    -1.4	-0.22	-0.47	-0.23	1%	8%	-6%	-1%	-11%	12%	-6.8%	-5%
COc1ccccc1-c1c(NC(=O)c2ccco2)n(C)c2ccccc2c1=O
    -1.1	-0.29	-0.71	1.2	x	12%	x	6%	1%	27%	x	9%
CC(=O)NC(Cc1cccc(F)c1)C(=O)NC1CCN(c2ncccc2[N+](=O)[O-])CC1 (stereo unspecified)
    0.26	-0.22	0.37	-0.084	2%	7%	4%	5%	-5%	1%	-2.7%	3%
O=C(CCCNS(=O)(=O)c1ccccc1)NCc1ccco1
    0.43	-0.14	1.1	-0.094	-5%	-7%	-7%	10%	0%	15%	-0.8%	1%
COc1cc2c(cc1OC)CN(C(=O)c1ccc(S(=O)(=O)N3CCCCCC3)cc1)CC2
    2.2	-0.2	1.2	-0.46	14%	-6%	-1%	0%	-4%	1%	-2.4%	1%
CC(=O)c1cccc(NC(=O)CSc2ccc(-c3ccc4c(c3)OCO4)nn2)c1
    0.77	-0.087	1.1	-2	-8%	10%	0%	5%	-5%	3%	-3.1%	0%
Cc1nnsc1NC(=O)OCCCl
    0.37	-0.19	0.098	0.2	-3%	-9%	-1%	1%	2%	-2%	-0.5%	2%
Cc1ccc(/C=C2\OC(=O)c3ccccc32)cc1
    -0.35	-0.21	0.089	1.9	16%	4%	14%	-4%	-5%	16%	-4.7%	2%
C=CCN(CC=C)C(=S)NC(=O)c1ccc([N+](=O)[O-])cc1
    -1.2	-0.22	-0.72	0.84	13%	2%	5%	-4%	1%	-13%	-5.3%	-4%
